Compound activity (PubChem)
B2AR arrestin – recruits beta-arrestin to the human beta2-adrenergic receptor; P07550; beta-arrestin recruitment to beta2AR, cell-based reporter; Potency, µM (highest dose often 46.1 µM), without a hit: top-dose activation, most hits filed as activators; 330,000 tested, 0.02% active;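 also: potency is read from the fitted curve at half-maximal effect; 0% = DMSO controls and full agonism = EC100 isoproterenol or metaproterenol; nearly all actives have a fitted effect of over 65% in size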
Eya2 phos inh – inhibitors of human Eya2 phosphatase activity; recombinant Eya2, OMFP fluorescence dephosphorylation (OMFP is methylfluorescein phosphate); Potency, µM (top dose mostly 76.9 µM), for inactives: top-dose activity, negative = inhibition, usual class: inhibitors; AID 488837; 330,000 tested, 0.006% active; O00167; also: potency is read from the fitted curve at half-maximal effect
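Eya2 (0.2 uM) preincubated 10 min at ambient with compound, then OMFP substrate added at 50 uM; 10 min reaction in 50 mM HEPES pH 7.5, 50 mM NaCl, 5 uM MgCl2, 0.05% BSA, 1 mM DTT. Fluorescence read at Ex 485/Em 525 nm.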
KCNH2 WT inh – blocks the wildtype human KCNH2 potassium channel; U2OS, BacMam KCNH2, thallium flux FluxOr; stronger effect = lower value; 340,000 tested, 0.37% active; activity change, % at 1.84 µM; Q12809; AID 720551;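 active = maximum activity change below -70%; inconclusive = maximum activity change between -70% and -50%; inactive = maximum activity change above -50%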
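U2OS cells were transduced with wild-type KCNH2 virus (2.03 x 10^8 / mL) for 4 h at room temperature, then cultured overnight at 37 C. Thallium flux was read with FluxOr dye. Rate constants were normalized to DMSO controls.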
GALK inh – inhibitors of human galactokinase; Potency, µM (titrated, usually from 57.5 µM), inactives show at the highest dose activity change, negative = inhibition, actives largely listed as inhibitors; AID 1868; 270,000 tested, 0.007% active; Purified GALK, Kinase-Glo residual ATP luminescence; also: potency is read from the fitted curve at half-maximal effect
Target sequence (P51570 whole entry, looked up): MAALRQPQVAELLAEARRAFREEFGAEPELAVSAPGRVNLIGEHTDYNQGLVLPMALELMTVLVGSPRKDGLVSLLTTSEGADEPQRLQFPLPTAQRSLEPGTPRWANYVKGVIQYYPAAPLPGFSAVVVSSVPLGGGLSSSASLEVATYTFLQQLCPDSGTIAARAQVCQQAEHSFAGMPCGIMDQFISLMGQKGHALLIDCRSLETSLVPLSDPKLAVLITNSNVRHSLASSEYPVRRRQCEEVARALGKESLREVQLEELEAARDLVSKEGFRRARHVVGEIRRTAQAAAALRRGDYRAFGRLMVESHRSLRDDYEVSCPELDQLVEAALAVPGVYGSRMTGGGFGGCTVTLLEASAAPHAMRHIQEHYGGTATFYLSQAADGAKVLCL
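Quantitative HTS: GALK 5 nM, ATP 35 uM, galactose 100 uM, 1 h room temperature, then luciferase-based ATP detection.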
Giardia killer – kills Giardia lamblia; Giardia lamblia trophozoite viability; activity change, % at 7.66 µM, hits read low; 340,000 tested, 0.15% active; in the data active = activity change below about -80%; inconclusive = between about -30% and that limit;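 also: parasites exposed to compound for two days anaerobically before the ATP read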
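Giardia lamblia trophozoites (100 cells/well) were incubated with compounds for 48 h at 37 deg C under anaerobic conditions. Viability was read as ATP content by one-step luminescence after 15-30 min at room temperature.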
PKM2 act – increases activity of human pyruvate kinase M2 | Potency, µM (highest dose often 57.5 µM), for inactives: at the highest dose activation, most hits filed as activators | P14618 | AID 1631 | 260,000 tested, 0.34% active | purified PKM2, Kinase-Glo ATP luminescence, activation; response scale: 0% is enzyme alone, no compound; also: potency is read from the fitted curve at half-maximal effect; nearly all actives have a fitted effect of over 55% in size
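Purified hPK-M2 (>95% pure) converted ADP (0.1 mM final) to ATP with 0.5 mM PEP in 50 mM imidazole pH7.2, KCl, MgCl2, Tween 20, BSA; 1 h at room temperature. ATP detected by Kinase-Glo luminescence.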
Coupling enz – counter-screen for Giardia aldolase inhibitors: coupling enzyme system. coupling enzyme system counterscreen, AmpLite Red fluorescence. activity change, negative = inhibition, % at 58.2 µM, hits read low. 290,000 tested, 0.67% active; in the data active = activity change below about -30%
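First, compound is pin-transferred into glyceraldehyde-3-phosphate coupling-enzyme reagent at 57.5 uM final and held 10 min at RT. Next, substrate, coupling system and AmpLite Red are added. After 20 min RT, fluorescence (525/598 nm) is read.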
uPA generation – cell surface uPA generation inhibition. 330,000 tested, 0.31% active. cell surface uPA generation assay, qHTS. Potency, µM (highest dose often 38.3 µM), for inactives: top-dose activity change, negative = inhibition, usual class: inhibitors. AID 540303; active = well fitted inhibition curve with a large enough effect; inconclusive = small, poorly fitted or top-dose-only effect; inactive = no such curve, though single readings can be large or run the other way; tested in mouse RAW 264.7 cells; also: potency is read from the fitted curve at half-maximal effect; nearly all actives have a fitted effect of over 55% in size
USP2a inh – USP2a (human) protease inhibition; O75604; USP2 core, Ub-CHOP2 coupled fluorogenic reporter, 485/531; Potency, µM (series often up to 38.3 µM), for the others: at the top dose activity change, negative = inhibition, most hits filed as inhibitors; 330,000 tested, 0.01% active; AID 463254;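 also: potency is read from the fitted curve at half-maximal effect; plate controls were DMSO wells for no effect and full inhibition by NEM control for full effect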
Target sequence (O75604 whole entry, looked up): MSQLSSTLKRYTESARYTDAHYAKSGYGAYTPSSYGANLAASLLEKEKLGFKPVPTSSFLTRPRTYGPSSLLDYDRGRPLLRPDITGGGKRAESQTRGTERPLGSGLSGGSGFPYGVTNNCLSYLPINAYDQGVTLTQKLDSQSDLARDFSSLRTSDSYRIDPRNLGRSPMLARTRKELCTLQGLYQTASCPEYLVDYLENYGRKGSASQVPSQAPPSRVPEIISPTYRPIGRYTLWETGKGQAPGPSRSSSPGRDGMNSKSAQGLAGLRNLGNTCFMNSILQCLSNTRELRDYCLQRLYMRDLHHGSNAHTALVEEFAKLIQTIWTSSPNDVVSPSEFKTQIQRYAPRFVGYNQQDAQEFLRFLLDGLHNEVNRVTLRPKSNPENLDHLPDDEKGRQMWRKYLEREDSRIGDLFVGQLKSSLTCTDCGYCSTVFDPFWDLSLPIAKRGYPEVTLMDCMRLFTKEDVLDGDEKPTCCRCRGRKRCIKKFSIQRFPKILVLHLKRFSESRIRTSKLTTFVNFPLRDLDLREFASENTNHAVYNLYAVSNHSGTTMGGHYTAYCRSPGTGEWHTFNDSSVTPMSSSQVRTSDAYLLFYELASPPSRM
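Deubiquitinase activity read as fluorescence (485/531 nm) after Ub-CHOP2 cleavage activates the enterokinase reporter on its substrate; USP2 core 10nM, Ub-CHOP2 and substrate 25nM each, 30min compound preincubation then 60min RT; data normalized to NEM, curves fitted.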
KCNH2 3.1 inh – blocks the human KCNH2 3.1 channel isoform; U2OS KCNH2 3.1, thallium flux FluxOr; stronger effect = lower value; activity change, % (tested at about 1.8 µM); 340,000 tested, 0.95% active; AID 720553;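 active = maximum activity change below -70%; inconclusive = maximum activity change from -70% to -50%; inactive = maximum activity change above -50%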;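 also: thallium influx rate constant from kinetic fluorescence after stimulation buffer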
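Thallium flux read-out: FluxOr dye with Red40 quencher in HBSS/HEPES, 45 min at RT. Rate constants from kinetic reads were normalized to positive and negative DMSO controls. Cells: U2OS virally expressing the 3.1 isoform.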
BCR signal inh – chronic active BCR signaling inhibition | AID 493014 | ABC-DLBCL IkBa-CBG/CBR reporter, luminescence ratio, 4 h | 340,000 tested, 0.05% active | Potency, µM (highest dose often 46.1 µM), inactives show at the top dose ratio change, negative = lower green/red ratio, actives largely listed as inhibitors; active = well fitted inhibition curve with a large enough effect in the signal ratio, with a control signal flat, not every such curve was filed as active; inconclusive = small, poorly fitted or top-dose-only effect, or effect the other way, or a change in a side signal; the % refers to the signal ratio;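 also: potency is read from the fitted curve at half-maximal effect; plate controls were basal doxycycline-induced cells for no effect and cells given 10 µM MG132 for full effect; MG132 reads +100%, hits lower the ratio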
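Doxycycline induced both beetle luciferases in TMD8 lymphoma cells; IKK-driven degradation limits the IkappaBalpha-fused green signal, while red luminescence normalises for cell number and nonspecific effects. Compounds tested up to 46 uM, 4 hrs.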
Active calls of the source: *; ? = inconclusive; . = not tested or not shown. Unless noted, calls follow the shape of the dose curve; as a rule, active = well fitted curve in the direction sought with a large enough effect; inconclusive = small, poorly fitted or top-dose-only effect, or another doubt; inactive = no such curve, though single readings can be large; an effect the other way counts as inactive or inconclusive. Unless noted, % is scaled to controls: 0 for no effect and ±100 for the full control effect.

Preview (4 entries):
SMILES	Coupling enz	BCR signal inh	uPA generation	KCNH2 3.1 inh	PKM2 act	Giardia killer	B2AR arrestin	USP2a inh	KCNH2 WT inh	GALK inh	Eya2 phos inh
Cc1cccc(NS(=O)(=O)c2ccc(C(=O)NCC3(N4CCCCC4)CCCCC3)cc2)c1C	.	?	-7%	-78*	.	-20	-2.1%	2%	8	.	0%
CC(C)=CC/C=C1\CCC(C(=O)O)C(C(=O)O)C1 (configuration not stated)	5	2%	-5%	-8	-6%	-8	-0.7%	4%	-1	0%	4%
COc1ccccc1CC(=O)Nc1ccc([N+](=O)[O-])cc1OC	-4	3%	0%	3	23%	6	0.1%	1%	6	1%	2%
Cc1n[nH]c(C)c1Sc1ccccc1[N+](=O)[O-]	-5	5%	13%	-3	-2%	-2	-0.1%	11%	-14	-2%	5%

The list itself, previewed entries included:
SMILES	Coupling enz	BCR signal inh	uPA generation	KCNH2 3.1 inh	PKM2 act	Giardia killer	B2AR arrestin	USP2a inh	KCNH2 WT inh	GALK inh	Eya2 phos inh
Cc1cccc(NS(=O)(=O)c2ccc(C(=O)NCC3(N4CCCCC4)CCCCC3)cc2)c1C	.	?	-7%	-78*	.	-20	-2.1%	2%	8	.	0%
CC(C)=CC/C=C1\CCC(C(=O)O)C(C(=O)O)C1 (configuration not stated)	5	2%	-5%	-8	-6%	-8	-0.7%	4%	-1	0%	4%
COc1ccccc1CC(=O)Nc1ccc([N+](=O)[O-])cc1OC	-4	3%	0%	3	23%	6	0.1%	1%	6	1%	2%
Cc1n[nH]c(C)c1Sc1ccccc1[N+](=O)[O-]	-5	5%	13%	-3	-2%	-2	-0.1%	11%	-14	-2%	5%
O=C(COc1ccc(Cl)cc1)Nc1nc(-c2ccncc2)cs1	.	-2%	2%	-14	.	11	0.4%	2%	-14	-1%	-14%
Cc1ccc(N2C(=O)CSC2c2cccs2)cc1 (configuration not stated)	-2	-2%	1%	11	-3%	-5	-0.3%	-1%	6	-2%	-9%
COc1cc(OC)c(NC(=O)c2sc3ncn(CC(=O)N4CCOCC4)c(=O)c3c2C)cc1Cl	.	-7%	-2%	3	.	?	-0.7%	1%	-4	4%	-1%
N#Cc1cc([N+](=O)[O-])ccc1NC(=O)COC(=O)C12CC3CC(CC(C3)C1)C2	2	?	.	.	-7%	.	-1.2%	-8%	.	-1%	-10%
O=C(Nc1ccc(F)c(S(=O)(=O)N2CCOCC2)c1)C1CCCCC1	.	?	-5%	-18	.	-18	0.0%	-1%	2	.	7%
COc1ccccc1Oc1ccc(NC(=O)c2ccccc2)cc1	0	?	-1%	10	2%	?	-0.4%	3%	-8	-3%	-2%
COCCN(Cc1nc(-c2ccc(C(F)(F)F)cc2)no1)C(C)C	0	12%	0%	8	1%	-12	0.2%	0%	-2	0%	-7%
COC(=O)c1cccc(S(=O)(=O)N2CCCC2)c1	0	0%	4%	-1	-16%	-11	0.0%	4%	4	1%	0%
COC(=O)c1[nH]nc2c1C(=O)N(Cc1ccccc1)C2=O	5	18%	-3%	-4	2%	-2	-0.3%	-2%	4	-3%	1%
O=C(COc1ccc(Cl)cc1Cl)NNC(=O)c1cccnc1	3	2%	-3%	6	.	2	0.5%	-1%	3	-2%	19%
Cc1ccccc1[C@@]1(C)ON(c2ccccc2C(F)(F)F)C1=O	.	1%	?	-10	.	1	0.2%	2%	13	.	-4%
C[C@@H]1NC(=O)[C@H](CCC(=O)O)NC(=O)c2cc([N+](=O)[O-])cc(F)c2NCCC[C@@H](C(N)=O)NC1=O	-2	4%	0%	15	3%	-15	-0.3%	3%	9	.	-7%
COc1ccccc1CNC(=O)[C@@H]1CCCN1C(=O)[C@@H]1Cc2ccccc2CN1C(=O)OC(C)(C)C	.	14%	-3%	-1	.	22	0.2%	2%	-4	-8%	-14%
Cc1ccc(C(=O)Nc2ccccc2C(=O)N2CCOCC2)cc1[N+](=O)[O-]	1	?	2%	10	-1%	2	2.2%	4%	-4	0%	0%
CCOC(=O)C1C(C(=O)OCC)C1(c1ccccc1)c1ccccc1 (configuration not stated)	0	4%	2%	8	-4%	-4	-2.9%	0%	-2	1%	-1%
Cc1nc2ccccc2nc1OCC(=O)N1CCN(c2ccccc2)CC1	2	0%	2%	-14	-16%	-17	-0.2%	2%	-3	-1%	21%

Two successive entries from above, for reference:
SMILES	Coupling enz	BCR signal inh	uPA generation	KCNH2 3.1 inh	PKM2 act	Giardia killer	B2AR arrestin	USP2a inh	KCNH2 WT inh	GALK inh	Eya2 phos inh
Cc1ccc(N2C(=O)CSC2c2cccs2)cc1 (configuration not stated)	-2	-2%	1%	11	-3%	-5	-0.3%	-1%	6	-2%	-9%
COc1cc(OC)c(NC(=O)c2sc3ncn(CC(=O)N4CCOCC4)c(=O)c3c2C)cc1Cl	.	-7%	-2%	3	.	?	-0.7%	1%	-4	4%	-1%

(more compounds)
SMILES	Coupling enz	BCR signal inh	uPA generation	KCNH2 3.1 inh	PKM2 act	Giardia killer	B2AR arrestin	USP2a inh	KCNH2 WT inh	GALK inh	Eya2 phos inh
Cc1cc(C(=O)COc2ccc([N+](=O)[O-])cc2)c(C)n1C1CC1	-1	?	-2%	-40	-2%	-11	0.0%	2%	5	.	-1%
CCC(NC(=O)Nc1ncccc1C)(C(F)(F)F)C(F)(F)F	0	-5%	-4%	3	4%	20	-0.1%	1%	1	0%	4%
CCC(C(=O)N1CCN(c2ncccn2)CC1)c1ccccc1 (configuration not stated)	0	6%	2%	-1	5%	-5	-0.1%	0%	4	0%	-15%
Fc1ccc(-c2nc3n(n2)Cc2ccccc2-3)cc1	-12	?	-10%	4	-57%	-16	0.2%	1%	17	2%	15%
O=C(CSc1ccccn1)Nc1nncs1	-1	-14%	-10%	20	-1%	2	-0.1%	1%	7	-3%	-14%
Cc1occc1C(=O)Nc1cccc([N+](=O)[O-])c1	2	-4%	-2%	7	8%	7	0.3%	0%	7	2%	4%
CN(C)c1nc(N)nc(CSc2nnnn2-c2ccc(C(=O)O)cc2)n1	6	?	.	2	-10%	-8	-0.2%	1%	-3	-2%	8%
CCc1cccc(CC)c1NC(=O)/C(C#N)=C/c1ccccc1C(F)(F)F	-1	22%	-13%	1	-11%	-12	-0.2%	3%	-7	-1%	1%
COCCOc1ccc(C(F)(F)F)cc1NC(=O)c1ccc(C(F)(F)F)cc1	1	2%	3%	14	11%	-1	-0.8%	-1%	1	2%	-4%
O=C(NNC(=O)c1cccnc1)Nc1cccc(Cl)c1Cl	-1	-1%	9%	5	-1%	11	-0.4%	6%	-3	2%	-11%
COC(=O)[C@@]1(Cc2ccccc2)[C@H]2C(=O)N(Cc3ccccc3)C(=O)[C@H]2[C@H]2CN=C(SC)N21	.	2%	-9%	.	.	7	-0.6%	0%	-7	.	7%
CC(C)c1ccc(/C=C2\C(=O)N(CCN3CCOCC3)C(=S)N2C)cc1	-1	2%	-2%	-5	1%	-2	-1.8%	0%	6	2%	-2%
O=C(CCCNS(=O)(=O)c1cccs1)N1CCN(c2ccc(F)cc2)CC1	1	4%	1%	-10	3%	3	-0.2%	-6%	2	0%	23%
N#Cc1ccccc1S(=O)(=O)N1CCN(c2cnccn2)CC1	1	8%	0%	6	3%	4	0.1%	4%	-1	-1%	10%
NC(=S)N/N=C/c1coc2ccc(Cl)cc2c1=O	0	5%	4%	9	1%	5	-0.1%	-1%	-1	-2%	-5%
C/C(=N\NC(=S)Nc1cccc(C)c1)c1cccc(N)c1	0	?	1%	6	7%	8	0.1%	-2%	-7	0%	-16%
Cn1c(=O)oc2cc(S(=O)(=O)N3CCC(N4CCCCC4)CC3)ccc21	4	0%	8%	-1	?	?	0.4%	5%	2	-2%	-16%
CN(c1ccccc1)S(=O)(=O)c1ccc(C(=O)NCC2CCCO2)cc1 (configuration not stated)	0	?	7%	9	3%	-8	0.0%	1%	-14	-4%	17%
COc1ccccc1N=Nc1nc(-c2ccccc2)c(-c2ccccc2)[nH]1	1	18%	-7%	-39	-1%	8	0.4%	1%	-18	0%	-1%
CC(C)C(=O)Nc1nc2c(ncn2C2CC(O)C(CO)O2)c(=O)[nH]1 (configuration not stated)	-1	9%	8%	-5	1%	-5	-0.5%	-3%	-12	0%	-8%
O=C(Cc1c[nH]c2ccccc12)N/N=C/c1ccccc1O	0	9%	?	2	-1%	-1	0.5%	0%	-24	-1%	15%
CCc1nc2ccccc2n(CCOCCOCCn2c(=O)c(CC)nc3ccccc32)c1=O	1	-2%	2%	.	-2%	-4	3.1%	0%	-7	7%	-2%
O=C(Nc1ccccc1)N1CCN(c2nc(-c3ccccc3)ns2)CC1	0	-1%	11%	-5	-2%	2	0.0%	0%	3	.	13%
